GalR3 antag: GalR3 antagonists in HEK293 cells, primary screen, cell-based, fluorescence readout | Galanin receptor type 3 (Homo sapiens), O60755 | HEK293 GalR3-CNG cAMP membrane potential fluorescence; galR3 body fused to GalR1 C-terminus | inhibition, % at 3 µM | hit rate 0.44% among 360,000 | AID 651719, 2012;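 active = inhibition above the screen-wide average plus 3 SD, cut at about 13% in these data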;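 note: forskolin and galanin both at EC90 stimulate the cells; cAMP rise reported by CNG channel membrane potential dye signal; 0% = forskolin plus galanin with DMSO and 100% = forskolin alone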
IDE cell activ: human IDE activators in live cells, primary screen, fluorescence polarization, HEK cells, FAbeta-B substrate; AID 493087, 2011; Insulin-degrading enzyme (Homo sapiens), P14735; activation, % at 5.96 µM; hit rate 0.073% among 340,000; FAbeta-B cleavage; 0% vehicle, 100% cell-free pure enzyme wells;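 active = activation above the mean of all tested compounds plus 3 SD, set per screening campaign, cut at about 17% in these data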
Target sequence (P14735 whole entry, looked up): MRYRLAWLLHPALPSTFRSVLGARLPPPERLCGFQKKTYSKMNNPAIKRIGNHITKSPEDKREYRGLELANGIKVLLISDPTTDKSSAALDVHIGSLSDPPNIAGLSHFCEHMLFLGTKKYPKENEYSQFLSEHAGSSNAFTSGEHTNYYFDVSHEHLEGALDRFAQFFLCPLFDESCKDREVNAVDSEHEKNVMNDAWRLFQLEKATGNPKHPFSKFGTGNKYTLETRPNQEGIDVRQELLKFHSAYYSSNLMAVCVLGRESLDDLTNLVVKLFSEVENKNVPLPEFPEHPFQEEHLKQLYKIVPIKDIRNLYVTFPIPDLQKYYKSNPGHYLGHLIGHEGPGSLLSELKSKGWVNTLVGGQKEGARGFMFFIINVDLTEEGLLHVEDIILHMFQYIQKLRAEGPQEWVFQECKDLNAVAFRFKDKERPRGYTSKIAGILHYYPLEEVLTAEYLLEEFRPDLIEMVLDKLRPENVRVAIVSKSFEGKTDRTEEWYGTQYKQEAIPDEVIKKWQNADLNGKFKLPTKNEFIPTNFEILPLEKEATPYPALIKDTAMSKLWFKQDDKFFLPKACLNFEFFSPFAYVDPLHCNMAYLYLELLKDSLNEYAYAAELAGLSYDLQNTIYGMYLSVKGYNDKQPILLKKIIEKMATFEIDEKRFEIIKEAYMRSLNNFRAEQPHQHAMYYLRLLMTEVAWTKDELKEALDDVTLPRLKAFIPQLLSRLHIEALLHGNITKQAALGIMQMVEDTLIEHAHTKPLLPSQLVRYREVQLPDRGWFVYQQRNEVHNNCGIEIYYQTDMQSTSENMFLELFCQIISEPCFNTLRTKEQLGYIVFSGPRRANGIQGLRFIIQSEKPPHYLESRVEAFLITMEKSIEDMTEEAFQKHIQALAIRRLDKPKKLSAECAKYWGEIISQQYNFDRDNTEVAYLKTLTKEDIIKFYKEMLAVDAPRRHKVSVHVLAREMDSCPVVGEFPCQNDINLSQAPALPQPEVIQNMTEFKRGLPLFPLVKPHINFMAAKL
M4 PAM: human M4 muscarinic receptor positive allosteric modulators, primary screen, CHO-K1 cells, Fluo-8 calcium fluorescence | Muscarinic acetylcholine receptor M4 (Homo sapiens), P08173 | CHO-K1 hM4/Gqi5, ACh EC20; 0% = ACh EC20, 100% = maximal ACh | activation, % at 3 µM | hit rate 0.4% among 360,000;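 active = activation above its plate's cutoff, the mean activation of sample wells plus 3 SD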; note: some results filed as inactive read as strong as hits
IDE inh: human IDE inhibitors in live cells, primary screen, fluorescence polarization, HEK cells, FAbetaB substrate | AID 434962, 2010 | Insulin-degrading enzyme (Homo sapiens), P14735 | inhibition, % at 5.59 µM | hit rate 0.41% among 320,000 | FAbetaB cleavage;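 active = percent inhibition above the average of all tested compounds plus 3 SD, set per screening campaign, cut at about 16% in these data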;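 note: IDE supplied by intact live HEK cells; FP after avidin binding of uncleaved biotin substrate so inhibition keeps polarization high; 0% = DMSO wells and 100% = 60 µM reference IDE inhibitor Ii1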
MEKK3 PB1 HTS: modulators of MEKK3-MEK5 PB1 binding, primary screen, biochemical, wildtype MEKK3, multiplex bead flow cytometry, Alexa488-MEK5; Mitogen-activated protein kinase kinase kinase 3 (Homo sapiens), Q99759; bead-based flow cytometry, Alexa488-MEK5 binding to MEKK3; actives lie on both sides; 0 = blocked by unlabeled MEK5, 100 = vehicle; binding response (% of control), % at 10 µM; hit rate 1.4% among 290,000; AID 1529, 2009;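 active = binding response more than 3 SD above or below the average of its plate-row segment, actives on both sides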;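 note: Alexa488 bead fluorescence after subtracting the streptavidin-only scavenger bead signal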
CRFBP-R2 block: antagonists of CRF-BP/CRF-R2 complex, primary screen, cell-based, HEK293, calcium dye fluorescence, uHTS | CRF-induced calcium fluorescence | inhibition, % at 11.8 µM | hit rate 0.59% among 350,000;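 active = inhibition of the ligand-induced calcium signal above about 50% at the single tested concentration, limit read from the data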
PHOSPHO1 inh: PubChem AID 1565. hit rate 1.1% among 290,000. inhibition, % at 13.3 µM. recombinant PHOSPHO1, absorbance phosphatase assay; in the data active = inhibition above about 60%
CRFR2-BP ag: agonists of CRF-BP/CRF-R2 complex, primary screen, cell-based, HEK293, calcium dye fluorescence, uHTS. CRF-binding protein / CRF receptor 2 complex (human). calcium dye fluorescence (FLIPR); percent of saturating CRF peptide response. activation, % at 13.2 µM. hit rate 0.46% among 350,000;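 active = activation of at least 50%, plus an integration ratio under a set limit after plate pattern correction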;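 note: plate controls were neutral control wells without compound for no effect and CRF at EC100 for full effect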
pCIP destab: p/CIP-EGFP fusion destabilizers, primary screen, fluorescence, F442A cells; decrease of EGFP signal, % at 10 µM; Q05BA5; AID 1984, 2009; 16 h; hit rate 0.01% among 290,000;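 active = EGFP signal decrease of at least 30% at 10 µM or well 3 SD below plate mean, unless failing retest; inactive = the rest, including hits failing retest or dose response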; note: some compounds called inactive have numbers as strong as hits; many of its hits are not listed in these tables
Active calls of the source: *; . = no result given.

SMILES	GalR3 antag	IDE cell activ	M4 PAM	IDE inh	MEKK3 PB1 HTS	CRFBP-R2 block	PHOSPHO1 inh	CRFR2-BP ag	pCIP destab
Cc1ccccc1C(=O)NCC(=O)OCCOc1ccc(C(C)C)c(C)c1	-5.8	3.4	9.2	-2.2	.	-11.6	.	1.3	.
CCCC(CCC)C(=O)NNc1cc(=O)c2c(=O)n(C)c(=O)n(C)c2[nH]1	0.0	4.0	5.0	5.1	.	-14.1	8.3	1.6	-11.6
O=C(O)c1ccccc1C(=O)NCc1ccc2c(c1)OCO2	-2.1	7.1	3.4	1.2	98.0	-11.5	22.4	-1.4	4.4
CCOC(=O)c1cc(C)[nH]c(=S)c1C#N	-1.0	0.1	6.0	-2.2	106.0	-8.1	58.5	0.9	0.5
O=c1sc2ccccc2n1CCOc1ccccc1	-3.3	3.3	-6.3	9.7	98.0	36.3	0.7	-2.5	-5.5
COC(=O)C[C@H]1C[C@@H]2c3cc(NS(=O)(=O)c4ccc(OC)cc4)ccc3O[C@@H]2[C@H](CO)O1	-6.4	.	4.3	.	.	-13.8	.	1.6	.
O=C(O)c1ccc(N2CCc3ccccc32)c([N+](=O)[O-])c1	-6.8	5.6	2.2	-0.5	99.0	21.1	20.3	-6.2	-11.2
CC(=O)Nc1cccc(-c2nnc(SCC(=O)N3CCCCC3)n2C)c1	-2.8	2.3	0.9	-0.5	99.0	-5.5	0.5	0.0	-4.2
O=C1CN(C(=O)/C=C/c2ccco2)c2ccccc2N1	-2.9	-4.4	10.5	0.8	90.0	0.1	19.2	-1.1	3.8
CS(=O)(=O)N1N=C(c2ccco2)CC1c1ccccc1 (configuration not stated)	-3.3	-2.1	8.1	5.3	101.0	9.1	-10.7	0.7	9.6
Cc1cc(=O)n2[nH]c(C(F)(F)F)c(-c3ccccc3)c2n1	.	4.3	3.1	1.4	89.0	7.2	.	-1.9	-9.1
Cc1cccc(N2CCN(C(=O)c3cnn4c(C(F)F)cc(-c5ccccc5)nc34)CC2)c1C	1.1	5.7	12.2	1.6	111.0	-11.8	9.8	0.0	-5.2
COC(=O)c1ccc(C(=O)OC)c(NC(=O)CN(c2ccccc2)S(=O)(=O)N(C)C)c1	-2.4	7.7	-1.1	6.4	91.0	41.9	40.8	-0.8	-7.0
Nc1nc(Cl)cc(N2CCOCC2)n1	2.2	7.3	18.5	10.2	104.0	-12.7	-29.9	-0.2	2.5
CCCn1c(=S)[nH]c2sc3c(c2c1=O)CCCC3	-9.3	-5.2	-1.4	5.0	102.0	-0.2	-92.6	-2.1	8.4
CSCC[C@H](NC(=O)[C@H](Cc1ccccc1)n1c(=O)[nH]c2ccccc2c1=O)C(=O)N1CCC[C@H]1C(=O)O	-1.2	3.4	11.1	-3.4	103.0	3.3	23.9	-1.1	3.3
Cc1ccc([C@H]2C[C@H](O)[C@@H](n3cc(C4CC4)nn3)CN2CC2CCCCC2)cc1	-6.6	.	-0.6	.	.	12.2	.	-0.6	.
Cc1ccc(C(=O)C=CC=Cc2ccccc2)cc1	-3.0	.	14.4	.	.	12.8	.	-1.9	.
Cc1ncc([N+](=O)[O-])n1CC(=O)N/N=C/c1ccccc1F	11.1	6.4	-4.2	2.5	102.0	12.9	67.7*	0.8	-2.8
CCN(c1ccccc1)S(=O)(=O)c1nnc(NC(=O)c2ccccc2OC)s1	9.8	7.4	-5.2	-3.5	104.0	21.4	-16.0	1.1	-4.6
CCOc1ccc(CCNC(=O)c2ccc(CNS(=O)(=O)c3ccccc3)cc2)cc1OCC	-4.7	4.1	-5.6	-0.7	105.0	-21.6	2.6	1.2	19.1
CN1CCN(S(=O)(=O)c2cccc(C(=O)Nc3cc(C(F)(F)F)ccc3N3CCCC3)c2)CC1	-3.3	4.4	11.8	2.5	.	12.8	.	1.3	.
CC(C)CNC(=O)COc1ccc(Sc2ccc(OCC(=O)NCC(C)C)cc2)cc1	-2.6	-2.0	-3.3	3.2	103.0	5.0	4.1	-0.8	-4.5
CCN1C(=O)[C@H]2[C@@H](c3ccc(C)cc3)N3C(=O)N(c4ccc(C)cc4)C(=O)[C@@]3(CC)[C@H]2C1=O	-1.9	4.3	0.8	6.2	.	-3.2	.	0.5	.
COc1cc(NC(=O)CN2C(=O)CSc3ccc(S(=O)(=O)N4CCCC4)cc32)cc(OC)c1	-3.0	2.8	-1.1	0.0	104.0	-12.2	6.9	0.1	-18.4
SMILES	GalR3 antag	IDE cell activ	M4 PAM	IDE inh	MEKK3 PB1 HTS	CRFBP-R2 block	PHOSPHO1 inh	CRFR2-BP ag	pCIP destab
COC(=O)c1cccc(COC(=O)c2ccc(CS(=O)(=O)c3ccc(C)cc3)cc2)c1	-0.8	1.6	-1.6	-1.1	98.0	2.3	8.5	-2.2	-13.5
CN1CCc2ccccc2CC1=O	-3.8	3.0	0.4	1.7	105.0	-12.3	-1.0	1.7	-0.5
O=C(Nc1cccc(-c2nc3cccnc3s2)c1)C1c2ccccc2Oc2ccccc21	.	5.2	-2.7	.	97.0	-26.1	6.2	2.4	-6.6
CN(c1ccccc1)S(=O)(=O)c1cccc(NC(=O)C2CCCO2)c1 (configuration not stated)	-6.2	-2.0	21.5	5.6	.	5.6	.	-3.6	.
COc1ccc(C2CC(c3cccs3)=NN2C(=O)c2ccco2)cc1OC (configuration not stated)	-1.2	.	-6.2	-2.6	99.0	-3.8	-5.3	-0.1	-3.4
Cc1cc(C)cc(-n2ncc3c2CCCC3NC(=O)CCCn2cncn2)c1 (configuration not stated)	-4.0	0.4	-1.3	3.1	105.0	-1.1	25.0	0.4	-2.0
C=CCOc1ccc(CN(C)CC(=O)N(CC(C)C)c2c(N)n(CC(C)C)c(=O)[nH]c2=O)cc1	2.7	2.6	-0.1	2.9	100.0	-32.6	37.3	0.1	-12.0
CCc1nc2ccccc2c(C(=O)OCC(=O)Nc2ccc(NC(C)=O)cc2)c1C	-6.3	-3.0	1.9	0.2	.	-13.8	.	0.4	.
Nc1[nH]c(N=NC(=O)c2ccccc2O)c2ccccc12	3.1	5.9	1.3	-3.5	91.0	-2.2	25.6	-0.8	0.9
COc1ccc(S(=O)(=O)N2CCCCC2)cc1C(=O)NC1CCS(=O)(=O)C1 (configuration not stated)	-5.9	.	4.7	.	.	8.6	.	0.0	.
CS(=O)(=O)N(CC(=O)N1CCCCCC1)c1cccc(F)c1	-11.6	7.9	-7.3	1.5	110.0	-10.3	46.0	-0.7	-1.0
COc1ccc(CN(C)CC(O)COc2ccc(C(=O)c3ccccc3)cc2)c(OC)c1OC (configuration not stated)	-16.6	7.0	-19.0	3.8	102.0	-17.0	19.0	0.8	-0.2
Cc1ccc(N2CC(C(=O)Nc3ccccc3C(=O)NC3CCCCC3)CC2=O)cc1C (configuration not stated)	0.2	4.1	6.9	0.0	100.0	0.3	.	-1.6	.
CC(C)C(C(=O)O)N1C(=O)/C(=C/C=C/c2ccco2)SC1=S (configuration not stated)	.	1.6	1.5	0.1	100.0	-10.3	-2.8	3.8	-23.8
O=C1c2cnc3nc(SCc4ccc(Cl)cc4)nn3c2CC2c3ccccc3CCN12 (configuration not stated)	-5.4	-8.3	1.5	7.9	105.0	20.1	18.1	-0.5	-6.3
CC(C)CNC(=O)COC(=O)/C=C/c1ccco1	-6.9	-4.7	3.4	-2.1	108.0	-3.7	-6.2	-0.1	1.7
Cc1ccc(S(=O)(=O)c2c(C)cc(C)[nH]c2=O)c(C)c1	-8.1	3.3	0.5	1.5	103.0	3.1	28.4	1.6	-1.5
O=C(CNCC1CCCO1)N1CCCc2ccccc21 (configuration not stated)	-3.1	6.2	-0.6	2.5	112.0	-8.2	15.4	0.1	-11.7
O=C(N/N=C/C(Cl)=C/c1ccccc1)c1ccco1	6.6	4.5	1.5	2.1	98.0	-2.2	32.2	0.6	-20.7
COc1ccccc1CNC(=O)c1ccc(Cl)c(NC2=NC3CS(=O)(=O)CC3S2)c1 (configuration not stated)	.	3.3	2.0	1.6	101.0	-34.8	17.6	13.2	-9.1
CC(C)(Oc1ccc(Cl)cc1)C(=O)N(Cc1ccccc1)c1ccccn1	-8.1	-1.2	-6.0	-2.1	102.0	7.6	1.4	11.0	-0.5
O=C(NCc1ccccc1Br)C1CCCO1 (configuration not stated)	1.2	2.7	-6.1	0.2	96.0	-2.8	1.0	-1.4	-1.5
CC1CCCC(C)N1C(=O)COC(=O)CNC(=O)c1ccccc1F (configuration not stated)	-4.1	3.3	-2.2	1.1	.	-1.2	.	0.3	.
COc1ccc(C2(O)CCN(C(=O)NC3CCCCC3)CC2)cc1	-3.2	-1.1	-1.6	2.9	101.0	2.9	8.8	1.8	-8.1
COc1ccc(CCNC(=O)CNC(=O)c2nn(-c3ccc(OC)c(OC)c3)c(=O)c3ccccc23)cc1OC	-1.1	2.8	-11.9	0.0	102.0	-14.7	24.0	0.6	-1.6

Some of these compounds in order of the CRFR2-BP ag value, smallest number first.
| SMILES | CRFR2-BP ag |
| --- | --- |
| COc1ccc(C2CC(c3cccs3)=NN2C(=O)c2ccco2)cc1OC (configuration not stated) | -0.1 |
| C=CCOc1ccc(CN(C)CC(=O)N(CC(C)C)c2c(N)n(CC(C)C)c(=O)[nH]c2=O)cc1 | 0.1 |
| CC(C)C(C(=O)O)N1C(=O)/C(=C/C=C/c2ccco2)SC1=S (configuration not stated) | 3.8 |

The listing picks up; the 2 compounds before the break are reprinted first.
SMILES	GalR3 antag	IDE cell activ	M4 PAM	IDE inh	MEKK3 PB1 HTS	CRFBP-R2 block	PHOSPHO1 inh	CRFR2-BP ag	pCIP destab
COc1ccc(C2(O)CCN(C(=O)NC3CCCCC3)CC2)cc1	-3.2	-1.1	-1.6	2.9	101.0	2.9	8.8	1.8	-8.1
COc1ccc(CCNC(=O)CNC(=O)c2nn(-c3ccc(OC)c(OC)c3)c(=O)c3ccccc23)cc1OC	-1.1	2.8	-11.9	0.0	102.0	-14.7	24.0	0.6	-1.6
O=C1Nc2ccc(S(=O)(=O)NCCCO)c3cccc1c23	-0.6	0.5	4.2	.	102.0	6.9	39.5	2.7	-9.2
C=CCSc1nsc(NC(=O)Nc2cccc(C(C)=O)c2)n1	-10.3	1.4	-14.0	-0.3	107.0	30.2	.	49.2	-2.7
Cc1cc(C)c2c(C)c(C(=O)Nc3c(C)n(C)n(-c4ccccc4)c3=O)oc2c1	0.3	1.7	0.3	-2.5	94.0	-12.0	20.7	0.2	9.7
Cc1c(NC(=O)c2ccc(NC(=O)C3CC3)cc2)cccc1C(=O)O	-1.5	4.4	-1.7	-0.5	105.0	1.2	19.0	0.1	2.8
Cc1ccc(CNc2ncc(-c3ccccc3)n2C)o1	-8.8	-0.6	-8.7	1.7	94.0	9.7	-23.9	-1.7	0.5
Cc1cc2c(cc1S(=O)(=O)NC1CCCCC1C)OCC(=O)N2 (configuration not stated)	-7.8	1.8	1.1	3.7	105.0	-8.7	-3.7	-0.2	7.1
Cc1ccc(O)c(NC(=O)C2CC(c3c(F)cccc3Cl)=NO2)c1 (configuration not stated)	-5.1	2.3	-3.5	5.8	93.0	13.8	6.8	-0.4	-1.6
Cc1ccc2nc(Nc3ccccc3)c(C=O)c(=O)n2c1	-6.0	1.0	-0.1	-3.1	109.0	-2.8	.	1.1	-11.1

Screening data deposited in PubChem BioAssay by several laboratories.

Random draw from the library. Share with any hit: about 4.2%.
